# Pf growth 96h: P. falciparum growth inhibition at 96 hours; Potency, µM (titrated, usually from 28.7 µM), for inactives: top-dose activity change, negative = inhibition, usual class: inhibitors; AID 504834; P. falciparum luciferase reporter growth, 96 h; 320,000 compounds, 6.9% hits
#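 Readout is luminescence from an integrated firefly luciferase in P. falciparum. Red cells, 2% hematocrit and 0.05% parasitemia final, were cultured with compound through two parasite generations (96 hours) at 37 C, 5% CO2.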
# Sm TGR block: inhibitors of Schistosoma mansoni thioredoxin glutathione reductase; Q962Y6; purified TGR, DTNB reduction, TNB absorbance 405 nm; Potency, µM (titrated, usually from 114 µM), for the others: at the top dose activity change, negative = inhibition, actives largely listed as inhibitors; 360,000 compounds, 3% hits; also: nearly all actives have a fitted effect of over 60% in size
#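 Kinetic colorimetric format: TGR-catalysed, NADPH-driven DTNB reduction monitored via TNB absorbance. Enzyme dispensed at 20 nM; compound exposure 15 min at room temperature before reaction start.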
# HCV inhibitor: HCV inhibition. 340,000 compounds, 3.4% hits. Huh7.5.1 HCVcc-Cre infection, luciferase reporter, 44 h. Potency, µM (top dose mostly 41.8 µM), for the others: at the highest dose activity change, negative = inhibition, actives largely listed as inhibitors
#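 Luciferase read-out (15 sec integration) after a 15 min room-temperature substrate step quantifies HCVcc-Cre infection. Cells, 1,000 per well, had compound added 4 h post-plating, then virus at ~0.5 moi, and were cultured 44 h.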
# Pf growth 48h: inhibits P. falciparum growth in the first generation, 48 h. P. falciparum luciferase growth in erythrocytes, 48 h. Potency, µM (doses to about 28.7 µM), without a hit: top-dose activity change, negative = inhibition, hits mostly inhibitors. AID 504832. 310,000 compounds, 5.9% hits
#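 Cell-based growth assay: transgenic P. falciparum expressing firefly luciferase, cultured in red cells within RPMI 1640 containing 0.5% w/v Albumax, 24 mM bicarbonate and gentamycin. A drop in luciferase activity indicates inhibition.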
# TbPYK inhibitor: T. brucei pyruvate kinase inhibition | TbPYK enzyme, Kinase-Glo Plus ATP luminescence, 45 min | Potency, µM (series often up to 76.8 µM), for the others: at the top dose activity, negative = inhibition, actives largely listed as inhibitors | 410,000 compounds, 0.12% hits; also: nearly all actives have a fitted effect of over 50% in size
#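 In this concentration-response screen, enzyme-free wells defined baseline while DMSO plates tracked drift. Each reaction combined TbPYK, substrate, compound and 130 uM ADP for 45 min at room temperature. Kinase-Glo Plus luminescence gave the signal.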
# LmPK inh: LmPK (Leishmania mexicana) enzyme inhibition. purified LmPK, Kinase-Glo ATP luminescence, 1 h. AID 1721. Potency, µM (top dose mostly 57.5 µM), inactives show at the top dose activity change, negative = inhibition, hits mostly inhibitors. 290,000 compounds, 0.37% hits
# Target sequence (Q27686 whole entry, looked up): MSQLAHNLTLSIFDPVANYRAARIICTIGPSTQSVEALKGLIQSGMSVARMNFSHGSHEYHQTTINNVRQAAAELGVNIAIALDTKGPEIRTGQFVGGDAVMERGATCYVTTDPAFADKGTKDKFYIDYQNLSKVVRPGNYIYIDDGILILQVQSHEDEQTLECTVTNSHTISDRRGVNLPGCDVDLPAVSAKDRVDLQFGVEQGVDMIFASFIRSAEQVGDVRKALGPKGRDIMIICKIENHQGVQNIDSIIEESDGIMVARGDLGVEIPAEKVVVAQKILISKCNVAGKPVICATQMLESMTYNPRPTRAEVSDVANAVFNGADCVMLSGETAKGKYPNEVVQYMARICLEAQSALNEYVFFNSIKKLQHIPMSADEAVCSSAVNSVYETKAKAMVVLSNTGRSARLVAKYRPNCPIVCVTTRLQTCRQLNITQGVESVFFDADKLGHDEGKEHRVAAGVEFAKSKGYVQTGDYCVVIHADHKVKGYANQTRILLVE
#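 qHTS format; LmPK 0.1 nM; substrates PEP 0.5 mM and ADP 0.1 mM. One-hour room-temperature incubation, then coupled luciferase luminescence; 0.5 nM enzyme wells mark activation.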
# * hit, by the source's call; i = inactive; ? = inconclusive; / = not tested or not shown; & = joins results of further samples; [ ] = another dose, or the depositor's remark. Calls follow the shape of the dose curve; as a rule, active = well fitted curve in the direction sought with a large enough effect; inconclusive = small, poorly fitted or top-dose-only effect, or another doubt; inactive = no such curve, though single readings can be large; an effect the other way counts as inactive or inconclusive. % is scaled to controls: 0 for no effect and ±100 for the full control effect; potency is read from the fitted curve at half-maximal effect. This is a random part of the collection; 16% or so of the library scored in one or more.
SMILES,Pf growth 96h,Sm TGR block,HCV inhibitor,Pf growth 48h,TbPYK inhibitor,LmPK inh
O=C(O)c1cc(-c2ccc(/C=N/N3C(=O)C4C5C=CC(CC5)C4C3=O)o2)ccc1Cl (configuration not stated),i,1.9%,-5.9%,59.0%[activator],4.6%,-4.4%
Cc1ccsc1-c1nc(C(N)=O)c2[nH]c(=O)n(-c3ccc(Cl)cc3)c2n1,36.3%[activator],-15.4%,-1.0%[8.37 µM],29.7%,2.0%,2.4%
Cc1nn(-c2ccccc2)c(N2CCCC2)c1/C=N/Nc1ccc(S(N)(=O)=O)cc1[N+](=O)[O-],?,-2.6%,?,?,-6.6%,-9.9%
FC(F)(F)c1ccc(CNCCc2ccc3c(c2)OCO3)cc1,39.4%[activator],-29.7%,15.8%,0.1%,5.6%,0.5%
CC1CCN(S(=O)(=O)c2ccc(Br)s2)CC1,/,-8.6%,8.2%,-8.5%,-18.2%,2.6%
Cc1ccc(C(=O)c2c3ccc([N+](=O)[O-])cc3[n+]([O-])n2CCCN)cc1,?,35.5µM*,7.94µM*,-93.8%,-11.8%,/
Cc1cccc(OCc2nnc(SC(C)C(=O)O)n2Cc2ccccc2)c1 (configuration not stated),?,5.1%,7.4%,-7.4%,-5.6%,-5.4%
O=C(CN1CCOCC1)Nc1scc2c1c(=O)oc1ccccc12,27.9%,6.6%,-21.8%,42.4%[activator],3.2%,2.2%
O=c1c(C(c2ccc(F)cc2)c2c(O)nc3n(c2=O)CCCS3)c(O)nc2n1CCCS2,0.0%,1.78µM*,6.9%,-2.3%,-7.5%,3.4%
CC(=O)N1N=C(c2ccccc2O)CC1c1cccs1 (configuration not stated),3.0%,1.4%,3.5%,-4.7%,-2.5%,-5.1%
COc1ccc2c(c1OC)C(=O)OC2[C@H]1c2c(cc3c(c2OC)OCO3)CCN1C (some centres not stated),?,/,/,?,-6.3%,/
CCOC(=O)CCc1nc2ccccc2[nH]c1=O,-18.4%,3.9%,10.1%,3.9%,1.3%,0.4%
COc1ccc(OC)c(C2C(C(C)=O)=C(C)Nc3ncnn32)c1 (configuration not stated),229.3%[activator],0.0%,8.1%,16.5%,-2.1%,0.9%
Cn1cc([N+](=O)[O-])c(C(=O)Nc2ccc3nc(-c4ccccc4)[nH]c3c2)n1,28.5%,-4.5%,?,?,-7.6%,-3.2%
CN1C(=O)CC(c2cn(Cc3ccccc3)c3ccccc23)C1=O (configuration not stated),2.62µM*,-8.7%,-5.7%,?,1.4%,2.2%
CCS(=O)(=O)N1CCC(C(=O)NCc2cccnc2)CC1,50.1%[activator],?,23.9%,34.6%[activator],0.6%,-0.6%
Oc1ccc(/C=N/N2CCN(C3c4ccccc4-c4ccccc43)CC2)cc1,31.9%[activator],0.5%,4.7%,36.9%[activator],3.9%,2.8%
CCCN1CCN(CCCNC(=S)Nc2ccc3nc(N4CCN(CC)CC4)cc(C)c3c2)CC1,-1.0%,-19.3%,?,?,0.0%,0.5%
CC(=O)c1c(C)[nH]c(C(=O)CSc2nnc3ccccn23)c1C,45.0%[activator],3.2%,0.5%,24.9%,1.5%,0.3%
Cc1ccc2[nH]c(=O)c(CN(CCCN3CCOCC3)C(=O)Nc3cccc(Cl)c3)cc2c1,0.9%,3.9%,5.9%&-14.8%,8.28µM*,0.5%,1.8%
COC(=O)c1c(C)[nH]c(-c2csc(N)n2)c1C,?,8.7%,-22.4%,18.0%,5.5%,3.2%
CCOc1cc(N2CCOCC2)c(OCC)cc1NC(=O)c1c(-c2ccccc2Cl)noc1C,?,4.2%,?,5.86µM*,-1.4%,-4.1%
CCN(CC)S(=O)(=O)c1ccc2c(c1)N(CC(=O)N(CCc1ccncc1)C(C)C)C(=O)CO2,-14.2%,-2.1%,10.9%,?,0.0%,3.1%
Cc1ccccc1CNC(=O)CCc1ccccc1,?,/,-1.2%,25.2%,6.2%,-1.1%
O=C(O)c1sccc1Oc1ccc(NS(=O)(=O)c2ccc(Cl)cc2)cc1,13.3%,?,13.6%,/,-4.9%,4.4%
COc1cccc(NC(=O)CCN2CCN(C)CC2)c1,-1.3%[5.75 µM],-25.3%,6.1%,?,4.0%,-2.6%
Cc1c(NC(=O)c2cc(=O)[nH]c3ccccc23)c(=O)n(-c2ccccc2)n1C,-6.8%,-7.5%,10.8%,/,-3.7%,-1.0%
O=C1CC(c2ccccc2)c2cc(O)ccc2O1 (configuration not stated),10.4µM*,22.4µM*,-0.7%,-14.2%,1.0%,5.6%
CCOc1ccc(CCNC(=O)COC(=O)c2cc(OC)cc(OC)c2)cc1OCC,-13.5%,8.6%,-22.9%,12.9%,5.4%,3.5%
Cc1ccc(C(=O)N/C(=C\c2ccco2)C(=O)NCC2CCCO2)cc1C (configuration not stated),/,-25.6%,10.1%,?,0.2%,3.4%

# 12 of the compounds above, with values under each structure.
# Second line of a record – Pf growth 96h	Sm TGR block	HCV inhibitor	Pf growth 48h	TbPYK inhibitor	LmPK inh
> CCS(=O)(=O)N1CCC(C(=O)NCc2cccnc2)CC1
  50.1%[activator]	?	23.9%	34.6%[activator]	0.6%	-0.6%
> Oc1ccc(/C=N/N2CCN(C3c4ccccc4-c4ccccc43)CC2)cc1
  31.9%[activator]	0.5%	4.7%	36.9%[activator]	3.9%	2.8%
> CCCN1CCN(CCCNC(=S)Nc2ccc3nc(N4CCN(CC)CC4)cc(C)c3c2)CC1
  -1.0%	-19.3%	?	?	0.0%	0.5%
> CC(=O)c1c(C)[nH]c(C(=O)CSc2nnc3ccccn23)c1C
  45.0%[activator]	3.2%	0.5%	24.9%	1.5%	0.3%
> Cc1ccc2[nH]c(=O)c(CN(CCCN3CCOCC3)C(=O)Nc3cccc(Cl)c3)cc2c1
  0.9%	3.9%	5.9%&-14.8%	8.28µM*	0.5%	1.8%
> COC(=O)c1c(C)[nH]c(-c2csc(N)n2)c1C
  ?	8.7%	-22.4%	18.0%	5.5%	3.2%
> CCOc1cc(N2CCOCC2)c(OCC)cc1NC(=O)c1c(-c2ccccc2Cl)noc1C
  ?	4.2%	?	5.86µM*	-1.4%	-4.1%
> CCN(CC)S(=O)(=O)c1ccc2c(c1)N(CC(=O)N(CCc1ccncc1)C(C)C)C(=O)CO2
  -14.2%	-2.1%	10.9%	?	0.0%	3.1%
> Cc1ccccc1CNC(=O)CCc1ccccc1
  ?	/	-1.2%	25.2%	6.2%	-1.1%
> O=C(O)c1sccc1Oc1ccc(NS(=O)(=O)c2ccc(Cl)cc2)cc1
  13.3%	?	13.6%	/	-4.9%	4.4%
> COc1cccc(NC(=O)CCN2CCN(C)CC2)c1
  -1.3%[5.75 µM]	-25.3%	6.1%	?	4.0%	-2.6%
> Cc1c(NC(=O)c2cc(=O)[nH]c3ccccc23)c(=O)n(-c2ccccc2)n1C
  -6.8%	-7.5%	10.8%	/	-3.7%	-1.0%

# Other entries
SMILES,Pf growth 96h,Sm TGR block,HCV inhibitor,Pf growth 48h,TbPYK inhibitor,LmPK inh
CCOc1ccc(NC(=O)c2ccc(CNc3c(N4CCCC4)c(=O)c3=O)cc2)cc1,?,17.6%,-12.1%,19.2%,1.0%,1.7%
O=C(NCCCn1ccnc1)C(=O)NCc1ccccc1,-18.4%,-13.2%,0.1%,-13.3%,12.6%,-2.8%
O=C(CCC(=O)c1cccs1)OCC(=O)N1CCN(S(=O)(=O)c2ccccc2)CC1,-18.2%,0.4%[11.4 µM],6.6%,/,-0.5%,11.3%
NCCCC[C@@H](C(=O)NCCCCCCCCCCC(=O)N1CCNCC1)n1cc(CCO)nn1,?,-4.8%,-2.1%,?,0.6%,/
Cc1oc(CC(C)C)cc1C(=O)Nc1ccc(C(=O)O)cc1,-19.8%,-12.8%,11.0%,26.3%,-10.4%,-0.3%
CNC(=S)N/N=C/c1c(Cl)cccc1Cl,?,-4.1%,-2.2%,-28.5%,8.6%,-5.3%
CCOC(=O)c1sc(=S)sc1SCc1cccc(C(F)(F)F)c1,/,4.3%,15.4%,2.9%,2.5%,1.9%
Cc1cc(N2CCCCC2)nc2ccccc12,-26.8%,-0.2%,14.8%,17.9%,2.1%,1.6%
O=C(Nc1ccccc1)N1CCCN(c2ccc(C(F)(F)F)cc2[N+](=O)[O-])CC1,10.4µM*,6.4%,-17.8%,13.1µM*,-1.2%,-11.6%
COc1ccc(OCC(=O)NNC(=O)c2ccc(-c3ccccc3)cc2)cc1,-17.4%,7.6%,8.8%,-0.5%,-4.0%,-3.2%
Cc1ccc(Cl)c(OCC(=O)OC(C)C(=O)NC2CC2)c1 (configuration not stated),-1.2%,5.6%,7.7%,20.2%,4.4%,/
Cc1cc(C)nc(NC(=O)C(c2ccccc2)c2ccccc2)c1,63.0%[activator],-14.8%,?,-15.6%,-6.8%,-1.1%
CC1(C)CN=C(NC2CCCCC2)S1,18.9%,0.0%,3.4%,-3.7%,-4.7%,-1.7%
CCCCNC(=O)C1(O)c2cc(Br)ccc2NC(=O)N1c1cccc(OC)c1 (configuration not stated),7.7%,2.2%,2.9%,-7.2%,6.6%,-5.2%
NC(=O)c1ccc(Oc2ccc(-c3nnco3)cc2)c([N+](=O)[O-])c1,-1.3%,-3.6%,?,13.5%,4.4%,1.7%
COc1cccc(CNC(=O)c2ccc(OCC(=O)N3CCOCC3)c(OC)c2)c1,17.4%,-7.4%,0.9%,-2.6%,-5.6%,/
O=C(NC1CCCCC1)N1CCN(C2CCCCC2)CC1,/,12.4%,?,-0.5%,1.4%,0.2%
CS(=O)(=O)N1CCc2cc(S(=O)(=O)Nc3ccc4c(c3)OCCO4)ccc21,-4.5%,10.1%,?,-20.4%,1.1%,4.2%
CCOC(=O)CCSc1n[nH]c(=S)s1,-9.9%,17.8µM*,7.8%,-16.3%,-28.4%,22.9%
COc1cccc(CNc2nc3ccccc3n2CCN2CCCCC2)c1,/,-11.0%,-27.9%,?,5.1%,2.4%
CCOc1ncccc1C(=O)N(C)CC(=O)Nc1ccc(C)cc1,24.8%,8.0%,-11.2%,9.5%,-2.1%,-4.6%
CCCc1cc(=O)oc2cc(C)cc(OCC(=O)Nc3cccnc3)c12,0.0928µM*,0.0%,?,0.147µM*,-5.7%,0.4%
CCC(=O)Nc1ccc(S(=O)(=O)N2CCc3ccccc32)cc1,-4.5%,-0.3%,-15.0%,26.9%,3.7%,-2.9%
COc1ccc2oc(C(F)(F)C(F)F)cc(=O)c2c1,19.9%,1.8%,-7.6%,10.9%,-8.9%,-1.2%
C=CCOC(=O)Nc1c(C(=O)OC)[nH]c2ccc(Cl)cc12,-15.7%[5.75 µM],-4.7%,-17.6%,?,-11.8%,3.2%
COc1cccc(CN2CCNC(=O)C2CC(=O)NCCn2ccc3ccccc32)c1OC (configuration not stated),?,/,-20.5%,11.7µM*,0.1%,0.6%
Cc1nc(C)c(-c2csc(Nc3ccc(O)cc3C)n2)s1,?,-18.2%,3.9%,?,3.2%,0.8%
Cc1ccc(C(=O)NCC(=O)NCCCc2ccccc2)cc1,3.6%,59.2%[activator],18.5%,5.1%,8.2%,-0.2%
